CHOP inhibitor: blocks CHOP induction under ER stress; CHO-K1 CHOP-promoter luciferase, tunicamycin-induced, 15-18 h; AID 2732; inhibition, % at 10 µM; 3.8% of 220,000 active;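 active = compounds that reduced the stress-induced luciferase reporter signal by more than about 70% of percent inhibition, limit read from the data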;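 note: 0% = tunicamycin plus vehicle and 100% = wells without tunicamycin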
NPY Y1 blocker: NPY-Y1 (human) receptor antagonism | P25929 | HEK293-CNG Y1 cells, membrane potential fluorescence; NPY at EC95, then isoproterenol | AID 1040 | 1% of 200,000 active | inhibition, % at 3.6 µM;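 active = inhibition above the campaign mean inhibition of all tested compounds plus 3 SD, cut at about 20% in these data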;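 note: 0% = DMSO wells given NPY plus isoproterenol and 100% = isoproterenol alone without NPY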
Target sequence (P25929 whole entry, looked up): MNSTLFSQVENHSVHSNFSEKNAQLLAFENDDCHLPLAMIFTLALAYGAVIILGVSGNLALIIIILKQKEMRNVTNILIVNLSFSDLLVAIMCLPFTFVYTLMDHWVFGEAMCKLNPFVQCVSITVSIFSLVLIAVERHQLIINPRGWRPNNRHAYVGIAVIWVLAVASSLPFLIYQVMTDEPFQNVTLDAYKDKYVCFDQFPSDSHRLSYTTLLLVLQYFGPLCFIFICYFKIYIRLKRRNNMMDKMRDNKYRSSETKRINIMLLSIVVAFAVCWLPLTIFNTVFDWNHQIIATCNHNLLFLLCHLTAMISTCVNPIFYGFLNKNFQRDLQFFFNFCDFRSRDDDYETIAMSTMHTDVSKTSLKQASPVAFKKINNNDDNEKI
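Material: HEK293 cells co-expressing NPY Y1 receptor and cyclic-nucleotide gated channel. Timing: compound incubation 1 h at room temperature, readout 45 min post-stimulation. Signal: fluorescence, membrane potential probe.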
TRPML3 agonist: activates the human TRPML3 channel. 0.29% of 220,000 active. activation, % at 3 µM. HEK293 TRPML3-YFP, Fluo-8 calcium fluorescence; 100% = the carbachol control signal. Q8TDD5. AID 1448;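 active = activation above its plate's cutoff, the mean activation of the plate's test wells plus 3 SD, cut at about 12% in these data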;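 note: 0% = DMSO only wells and 100% = carbachol wells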
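Test system: TRPML3-YFP stable HEK293 cells. Doses: single point at 3 µM. Incubation: dye loading 1 h 37 °C then 30 min ambient, 125 s read. Signal: Fluo-8 calcium dye fluorescence, ex 470-495, em 515-575 nm. Measure: percent activation from peak-to-basal fluorescence ratio, scaled between DMSO and carbachol.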
zfTRPN1 agonist: agonists of zebrafish TRPN1 channel; HEK293 zebrafish TRPN1-YFP, Fluo-8 calcium fluorescence; 100% = response to 87 µM carbachol; activation, % at 3 µM; 0.18% of 220,000 active; AID 1424;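 active = activation above its plate's cutoff, the mean activation of test wells on that plate plus 3 SD, cut at about 19% in these data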;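 note: 0% = DMSO alone and 100% = 87 µM carbachol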
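Control set: carbachol 87 µM as high control, DMSO as low control; system: HEK293 stable line with zebrafish TRPN1-YFP; read-out: % activation versus carbachol response; detection: intracellular calcium fluorescence with Fluo-8; doses: single test compound dose, 3 µM nominal, 0.3% DMSO; schedule: dye 1 h 37 °C plus 30 min RT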
NPY1 pot ag: potentiators or agonists of human neuropeptide Y receptor Y1 | activation, % at 3.6 µM | 0.37% of 220,000 active | NPY-Y1 expressing cells, potentiator/agonist activation | P25929; in the data active = activation above about 33%, passing the limit was not always enough;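 note: cells stimulated with NPY at EC10 then isoproterenol at EC100; 0% = low agonist plus stimulus and 100% = saturating agonist plus stimulus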
S1P4 ag: activates the human S1P4 receptor; 0.35% of 220,000 active; activation, % at 4.98 µM; S1P4-expressing cell line, agonist reporter assay; O95977; in the data active = activation above about 11%;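 note: 0% = DMSO vehicle and 100% = reference agonist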
EP2 modulator: EP2 receptor (human) modulation; 0.83% of 260,000 active; induction, % at 25 µM; EP2-expressing cells, cAMP HTRF FRET, PGE2 co-stimulation;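 active = compounds whose cAMP rise, as percent of the full-agonist control response, exceeds 60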;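 note: rat C6 glioma line stably carrying human EP2 under a CMV promoter; the protocol text gives 20 µM as final concentration; 100% = response of wells given 1 µM PGE2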
NPY2 pot ag: potentiators or agonists of human neuropeptide Y receptor Y2; AID 1359; P49146; activation, % at 3.6 µM; cells expressing NPY-Y2, potentiator/agonist read-out; 0.45% of 220,000 active; in the data active = activation above about 27%;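 note: cells stimulated with NPY near EC25 plus isoproterenol at EC100; 0% = vehicle plus submaximal agonist and 100% = vehicle plus saturating agonist; some results beyond the cut were filed as inactive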
Target sequence (P49146 whole entry, looked up): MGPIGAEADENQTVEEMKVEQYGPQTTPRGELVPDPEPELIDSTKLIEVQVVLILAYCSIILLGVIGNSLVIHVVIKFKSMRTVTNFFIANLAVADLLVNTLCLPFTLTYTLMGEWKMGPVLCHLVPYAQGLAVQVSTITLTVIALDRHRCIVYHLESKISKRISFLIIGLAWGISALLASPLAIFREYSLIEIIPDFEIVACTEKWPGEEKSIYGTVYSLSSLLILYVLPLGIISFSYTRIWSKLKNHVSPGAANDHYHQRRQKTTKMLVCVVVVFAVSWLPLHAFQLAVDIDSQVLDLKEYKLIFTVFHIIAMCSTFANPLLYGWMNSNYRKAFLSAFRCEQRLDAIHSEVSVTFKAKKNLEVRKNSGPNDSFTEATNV
S1P4 antagonist: blocks the human S1P4 receptor; O95977; S1P4-expressing cells, antagonist mode, reporter read-out; 0.26% of 220,000 active; inhibition, % at 4.98 µM; AID 1510; in the data active = inhibition above about 29%;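 note: 0% = wells stimulated with agonist and 100% = vehicle wells without agonist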
* = called active by the depositor; & = joins results of further samples.

The first three entries, to show the layout:
Results for O=C(CCCC(=O)N(CC(=O)NC1CCCCC1)Cc1ccco1)Nc1ccccn1 ?
CHOP inhibitor: -10; NPY Y1 blocker: 7; TRPML3 agonist: 0.6; zfTRPN1 agonist: -0.8; NPY1 pot ag: -8; S1P4 ag: -0.5; EP2 modulator: 4; NPY2 pot ag: 14; S1P4 antagonist: -6

How did Cc1c(C)c2ccc(OS(C)(=O)=O)cc2oc1=O do in these assays?
CHOP inhibitor: 2; NPY Y1 blocker: -3; TRPML3 agonist: 0.2; zfTRPN1 agonist: 1.2; NPY1 pot ag: -1; S1P4 ag: 0.9; EP2 modulator: 1; NPY2 pot ag: -13; S1P4 antagonist: 1

Results for Cc1ccc(/C=N/Nc2ccc3c(C(F)(F)F)cc(C(F)(F)F)nc3n2)cc1 ?
CHOP inhibitor: 10; NPY Y1 blocker: -2; TRPML3 agonist: 1.2; zfTRPN1 agonist: 0.7; NPY1 pot ag: 17; S1P4 ag: 3.1; EP2 modulator: 36; NPY2 pot ag: -4; S1P4 antagonist: -20

All compounds of this part, repeating the preview:
Results for O=C(CCCC(=O)N(CC(=O)NC1CCCCC1)Cc1ccco1)Nc1ccccn1 ?
CHOP inhibitor: -10; NPY Y1 blocker: 7; TRPML3 agonist: 0.6; zfTRPN1 agonist: -0.8; NPY1 pot ag: -8; S1P4 ag: -0.5; EP2 modulator: 4; NPY2 pot ag: 14; S1P4 antagonist: -6

How did Cc1c(C)c2ccc(OS(C)(=O)=O)cc2oc1=O do in these assays?
CHOP inhibitor: 2; NPY Y1 blocker: -3; TRPML3 agonist: 0.2; zfTRPN1 agonist: 1.2; NPY1 pot ag: -1; S1P4 ag: 0.9; EP2 modulator: 1; NPY2 pot ag: -13; S1P4 antagonist: 1

Results for Cc1ccc(/C=N/Nc2ccc3c(C(F)(F)F)cc(C(F)(F)F)nc3n2)cc1 ?
CHOP inhibitor: 10; NPY Y1 blocker: -2; TRPML3 agonist: 1.2; zfTRPN1 agonist: 0.7; NPY1 pot ag: 17; S1P4 ag: 3.1; EP2 modulator: 36; NPY2 pot ag: -4; S1P4 antagonist: -20

Results for O=S(=O)(c1cccc(-c2csc(-c3ccccc3)n2)c1)N1CCOCC1 ?
CHOP inhibitor: 48; NPY Y1 blocker: 3; TRPML3 agonist: -0.8; zfTRPN1 agonist: -2.1; NPY1 pot ag: 1; S1P4 ag: -0.7; EP2 modulator: 0; NPY2 pot ag: -8; S1P4 antagonist: 14

Results for Cc1ccc(NC2=CC(=O)CC(C)(C)C2)c(N)c1 ?
CHOP inhibitor: 1; NPY Y1 blocker: -1; TRPML3 agonist: 0.4; zfTRPN1 agonist: 1.1; NPY1 pot ag: 10; S1P4 ag: 0.8; EP2 modulator: 22; NPY2 pot ag: 6; S1P4 antagonist: 13

How did CC(C)c1ccc(NC(=O)N2CCc3ccccc3C2)cc1 do in these assays?
CHOP inhibitor: 12; NPY Y1 blocker: 2; TRPML3 agonist: -0.7; zfTRPN1 agonist: 0.0; NPY1 pot ag: 9; S1P4 ag: -0.1; EP2 modulator: -39; NPY2 pot ag: -2; S1P4 antagonist: 21

Results for Cc1cc(C(=O)NCCCN2CCCC2=O)cs1 ?
CHOP inhibitor: 12; NPY Y1 blocker: 4; TRPML3 agonist: 0.5; zfTRPN1 agonist: 0.0; NPY1 pot ag: -28; S1P4 ag: -0.2; EP2 modulator: 1; NPY2 pot ag: -15; S1P4 antagonist: -6

What do the screens show for `CCCN(CCC)S(=O)(=O)c1ccc(C(=O)Nc2nnc(-c3cc(OC)cc(OC)c3)o2)cc1`?
CHOP inhibitor: 85*; NPY Y1 blocker: -2; TRPML3 agonist: -0.2; zfTRPN1 agonist: 0.0; NPY1 pot ag: -3; S1P4 ag: 1.8; EP2 modulator: 9; NPY2 pot ag: 10; S1P4 antagonist: 6

What do the screens show for `COc1ccc(C2C(C#N)=C(C)NC(C)=C2C(=O)OC(C)C)c(OC)c1` (stereo not drawn)?
CHOP inhibitor: -12; NPY Y1 blocker: 3; TRPML3 agonist: 0.3; zfTRPN1 agonist: -0.9; NPY1 pot ag: -16; S1P4 ag: 0.9; EP2 modulator: 31; NPY2 pot ag: 11; S1P4 antagonist: -2

Results for CCCCn1nnc(NC(=O)c2cc3ccccc3o2)n1 ?
CHOP inhibitor: -32; NPY Y1 blocker: 0; TRPML3 agonist: 0.2; zfTRPN1 agonist: 0.1; NPY1 pot ag: -29; S1P4 ag: 0.3; EP2 modulator: -24; NPY2 pot ag: 15; S1P4 antagonist: 0

How did Cc1nc2ccccc2c2oc(C(=O)N3CCN(C(=O)c4ccco4)CC3)cc12 do in these assays?
CHOP inhibitor: 30; NPY Y1 blocker: -7; TRPML3 agonist: 0.4; zfTRPN1 agonist: 2.2; NPY1 pot ag: -20; S1P4 ag: -1.3; EP2 modulator: -2; NPY2 pot ag: -8; S1P4 antagonist: -1

How did O=C(COC(=O)Cn1cnc2ccccc2c1=O)NCc1ccccc1Cl do in these assays?
CHOP inhibitor: -4; NPY Y1 blocker: 2; TRPML3 agonist: -0.2; zfTRPN1 agonist: -0.6; NPY1 pot ag: -12; S1P4 ag: -0.7; EP2 modulator: 12; NPY2 pot ag: -5; S1P4 antagonist: -11

What do the screens show for `COCC(C)n1c(SCc2cc(C(=O)OC)c(C)o2)nc2ccccc2c1=O` (stereo not drawn)?
CHOP inhibitor: 16; TRPML3 agonist: 0.5; zfTRPN1 agonist: -0.3; NPY1 pot ag: -4; S1P4 ag: -0.4; EP2 modulator: 53; NPY2 pot ag: -22; S1P4 antagonist: -8

How did Cc1ccc(C2CC2C(=O)NNC(=S)Nc2cccc(C)c2)cc1 (stereo not drawn) do in these assays?
CHOP inhibitor: 14; NPY Y1 blocker: 9; TRPML3 agonist: -0.4; zfTRPN1 agonist: -1.6; NPY1 pot ag: -16; S1P4 ag: 3.1; EP2 modulator: -18; NPY2 pot ag: -15; S1P4 antagonist: -24

What do the screens show for `COC(=O)C1=C(C)OC(N)=C(C#N)C1c1ccco1` (stereo not drawn)?
CHOP inhibitor: 6; NPY Y1 blocker: 0; TRPML3 agonist: 0.8; zfTRPN1 agonist: 0.3; NPY1 pot ag: -15; S1P4 ag: -0.1; EP2 modulator: 8; NPY2 pot ag: 3; S1P4 antagonist: -18

How did COc1cccc(C2=NOC(C(=O)NC(C)C)C2)c1 (stereo not drawn) do in these assays?
CHOP inhibitor: 11; NPY Y1 blocker: -3; TRPML3 agonist: -0.5; zfTRPN1 agonist: 1.5; NPY1 pot ag: 24; S1P4 ag: 0.9; EP2 modulator: -2; NPY2 pot ag: -14; S1P4 antagonist: 6

Results for COc1ccc2[nH]c(=O)c(C(c3nnnn3CC3CCCO3)N3CCCCC3)cc2c1 (stereo not drawn) ?
CHOP inhibitor: 7; NPY Y1 blocker: -2; TRPML3 agonist: 0.7; zfTRPN1 agonist: -1.2; NPY1 pot ag: -2; S1P4 ag: 1.2; EP2 modulator: 15&0; NPY2 pot ag: 1; S1P4 antagonist: -9

Results for COC(=O)C1C(=O)CC(C)(O)C(C(=O)OC)C1/C=C/c1ccccc1 (stereo not drawn) ?
CHOP inhibitor: 15; NPY Y1 blocker: -1; TRPML3 agonist: 0.2; zfTRPN1 agonist: -0.7; NPY1 pot ag: 2; S1P4 ag: 2.0; EP2 modulator: 21; NPY2 pot ag: -14; S1P4 antagonist: -21

Results for CC1Cc2ccccc2N1C(=O)CCn1c(=O)oc2ccccc21 (stereo not drawn) ?
CHOP inhibitor: 36; NPY Y1 blocker: 2; TRPML3 agonist: -0.5; zfTRPN1 agonist: 0.2; NPY1 pot ag: 1; S1P4 ag: -4.3; EP2 modulator: 1; NPY2 pot ag: 3; S1P4 antagonist: 3

What do the screens show for `CCn1nc(NC(=O)c2ccco2)c2cc3ccc(C)cc3nc21`?
CHOP inhibitor: 5; NPY Y1 blocker: -2; TRPML3 agonist: -0.2; zfTRPN1 agonist: 0.4; NPY1 pot ag: 3; S1P4 ag: -2.9; EP2 modulator: -2; NPY2 pot ag: 11; S1P4 antagonist: -5

Results for COCCN(C(=O)CSc1nnc(-c2ccccc2F)n1C)c1c(N)n(Cc2ccccc2)c(=O)[nH]c1=O ?
CHOP inhibitor: 8; NPY Y1 blocker: -1; TRPML3 agonist: 1.5; zfTRPN1 agonist: 1.4; NPY1 pot ag: -6; S1P4 ag: -0.2; EP2 modulator: 31; NPY2 pot ag: 6; S1P4 antagonist: -6

Results for CC(=O)Nc1nc(-c2ccccc2)ns1 ?
CHOP inhibitor: 25; NPY Y1 blocker: 1; TRPML3 agonist: 0.6; zfTRPN1 agonist: 1.8; NPY1 pot ag: 26; S1P4 ag: 0.1; EP2 modulator: -9; NPY2 pot ag: 21; S1P4 antagonist: -5

What do the screens show for `CC(C)(C)C1CCc2c(C(=O)NNC(=O)CCC(=O)O)csc2C1` (stereo not drawn)?
CHOP inhibitor: -29; NPY Y1 blocker: 2; TRPML3 agonist: 0.4; zfTRPN1 agonist: 0.9; NPY1 pot ag: -5; S1P4 ag: 4.0; EP2 modulator: 30; NPY2 pot ag: 3; S1P4 antagonist: -11

What do the screens show for `NS(=O)(=O)c1cccc(NC(=O)COc2ccc([N+](=O)[O-])cc2)c1`?
CHOP inhibitor: 7; NPY Y1 blocker: -4; TRPML3 agonist: 0.9; zfTRPN1 agonist: -0.1; NPY1 pot ag: -17; S1P4 ag: -1.4; EP2 modulator: -24; NPY2 pot ag: -3; S1P4 antagonist: -12

How did COc1cc(NC(=O)CN2CCCCC2)c(C)cc1[N+](=O)[O-] do in these assays?
CHOP inhibitor: -20; NPY Y1 blocker: -1; TRPML3 agonist: 0.1; zfTRPN1 agonist: -0.8; NPY1 pot ag: 0; S1P4 ag: 1.1; EP2 modulator: 25; NPY2 pot ag: 1; S1P4 antagonist: -9

How did O=C(O)CCc1nc(-c2cccs2)no1 do in these assays?
CHOP inhibitor: -6; NPY Y1 blocker: 4; TRPML3 agonist: 0.0; zfTRPN1 agonist: 1.3; NPY1 pot ag: 3; S1P4 ag: -1.6; EP2 modulator: 0; NPY2 pot ag: -6; S1P4 antagonist: 14

How did N/C(Cc1cccc2ccccc12)=N\OC(=O)c1ccc(Br)o1 do in these assays?
CHOP inhibitor: -14; NPY Y1 blocker: 2; TRPML3 agonist: 0.1; zfTRPN1 agonist: -0.8; NPY1 pot ag: -5; S1P4 ag: 0.1; EP2 modulator: -27; NPY2 pot ag: 2; S1P4 antagonist: -8

How did COCCn1nnnc1C(c1cc2ccc(OC)cc2[nH]c1=O)N1CCN(C2CCCCC2)CC1 (stereo not drawn) do in these assays?
CHOP inhibitor: 3; NPY Y1 blocker: 6; TRPML3 agonist: 0.3; zfTRPN1 agonist: -0.2; NPY1 pot ag: 5; S1P4 ag: -3.5; EP2 modulator: 21; NPY2 pot ag: 12; S1P4 antagonist: -4

How did O=C(N/N=C1/CCSC1)c1cccc([N+](=O)[O-])c1 do in these assays?
CHOP inhibitor: 6; NPY Y1 blocker: 1; TRPML3 agonist: 0.5; zfTRPN1 agonist: -1.0; NPY1 pot ag: 2; S1P4 ag: -0.5; EP2 modulator: 4; NPY2 pot ag: -7; S1P4 antagonist: -7

Screens from PubChem.
